CHRM1 PAM = potentiates human M1 receptor response to acetylcholine; P11229; CHO-K1 hM1, Fluo-8 calcium fluorescence, ACh EC20; 0% = ACh EC20, 100% = maximal ACh; activation, % at 3 µM; 360,000 compounds, 0.088% hits; AID 588819; in the data active means activation above about 19%, passing the limit was not always enough
Target sequence (P11229 whole entry, looked up): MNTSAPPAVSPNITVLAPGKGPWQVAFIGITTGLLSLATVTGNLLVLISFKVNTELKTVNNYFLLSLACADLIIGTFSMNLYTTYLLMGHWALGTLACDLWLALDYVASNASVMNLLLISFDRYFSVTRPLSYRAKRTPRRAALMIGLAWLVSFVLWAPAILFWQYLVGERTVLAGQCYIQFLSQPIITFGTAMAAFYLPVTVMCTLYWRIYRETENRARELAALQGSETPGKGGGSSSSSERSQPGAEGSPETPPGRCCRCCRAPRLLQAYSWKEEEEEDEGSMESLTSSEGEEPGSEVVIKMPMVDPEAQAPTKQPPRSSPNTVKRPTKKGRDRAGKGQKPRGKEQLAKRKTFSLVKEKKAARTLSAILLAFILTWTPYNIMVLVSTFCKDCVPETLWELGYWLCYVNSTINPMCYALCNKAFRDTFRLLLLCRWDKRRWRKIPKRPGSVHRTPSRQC
CHO-K1 Ca antag = counter-screen for M1 antagonists: effect in parental CHO-K1 cells. ATP-induced calcium, Fluo-8 fluorescence. inhibition, % at 3 µM. 360,000 compounds, 0.6% hits. AID 602250;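 active means inhibition above a per-plate cutoff, the plate's mean sample inhibition plus 3 SD, cut at about 24% in these data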;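 further: 0% = DMSO plus EC80 ATP and 100% = DMSO alone without ATP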
CHRM1 agonist = human M1 muscarinic receptor agonism; P11229; CHO-K1 hM1, Fluo-8 calcium fluorescence, agonist mode; 0% DMSO, 100% acetylcholine EC100; activation, % at 3 µM; 360,000 compounds, 0.33% hits; AID 588814;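 active means activation above the run's mean compound activation plus 3 SD, cut at about 16% in these data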;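 further: peak over basal fluorescence ratio within a 140 s kinetic read after compound addition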
TAAR1 antagonist = human TAAR1 antagonism; Q96RJ0; CHO RD-HGA16 TAAR1, Fluo-8 calcium fluorescence, antagonist; inhibition, % at 3 µM; 360,000 compounds, 1.5% hits;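 active means inhibition above a per-plate cutoff, the mean inhibition of test compounds on that plate plus 3 SD, cut at about 49% in these data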;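 further: 0% = DMSO plus EC80 beta-PEA response and 100% = DMSO alone without agonist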
Target sequence (Q96RJ0 whole entry, looked up): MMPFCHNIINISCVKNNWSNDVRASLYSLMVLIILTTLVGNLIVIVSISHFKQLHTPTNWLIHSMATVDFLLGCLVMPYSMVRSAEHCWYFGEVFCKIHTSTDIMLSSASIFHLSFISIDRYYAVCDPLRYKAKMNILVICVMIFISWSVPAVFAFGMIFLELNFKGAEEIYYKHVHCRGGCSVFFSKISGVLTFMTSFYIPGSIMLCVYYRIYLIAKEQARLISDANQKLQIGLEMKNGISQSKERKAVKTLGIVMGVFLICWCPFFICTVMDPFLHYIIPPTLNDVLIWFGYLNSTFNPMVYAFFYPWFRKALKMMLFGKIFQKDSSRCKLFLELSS
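Material: CHO RD-HGA16 cells bearing hTAAR1; compound dosing: one-point dosing, 3 µM nominal final; schedule: dye loading 75 min at 37 °C, then 30 min room temperature; measured by: calcium fluorescence with Fluo-8; control set: vehicle and agonist controls; replication: n of 1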
CHRM1 antagonist = antagonists of human M1 muscarinic receptor; P11229; inhibition, % at 3 µM; 360,000 compounds, 1.3% hits; CHO-K1 hM1, Fluo-8 calcium fluorescence, ACh EC80 antagonist; AID 588852;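 active means percent inhibition above its own plate's cutoff, namely the mean of that plate's compound wells plus 3 SD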;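 further: peak over basal fluorescence ratio during 140 s after agonist addition; 0% = ACh EC80 plus DMSO and 100% = DMSO alone without agonist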
M1 ag parental = M1 agonist counterscreen hit in parental CHO-K1 cells; Fluo-8 calcium fluorescence; scaled to maximal ATP response, vehicle zero; activation, % at 3 µM; 360,000 compounds, 0.48% hits; AID 602248; in the data active means activation above about 15%;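 further: untransfected CHO-K1 host cells lacking M1 receptor as counterscreen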
TAAR1 ag = human TAAR1 agonism. Q96RJ0. CHO RD-HGA16 TAAR1, Fluo-8 calcium fluorescence; vehicle wells 0%, saturating PEA agonist 100%. activation, % at 3 µM. 360,000 compounds, 0.99% hits;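 active means activation above the mean activation of all test compounds in the run plus 3 SD, cut at about 38% in these data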
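Test system: RD-HGA16 (CHO) cells co-expressing Gα16 and hTAAR1; dosing: one-point dosing at 3 µM (nominal); timing: 17-24 h seeding, 75 min 37 °C dye, 30 min RT; signal: kinetic Fluo-8 calcium fluorescence; read-out basis: % activation relative to PEA EC100 response; controls: DMSO and PEA EC100; replicates: n 1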
M1 PAM parental = nonselective activator or artifact in parental CHO-K1 calcium assay. AID 602247. 360,000 compounds, 0.02% hits. ATP EC20, Fluo-8 calcium fluorescence; 0% at ATP EC20, 100% at ATP max. activation, % at 3 µM;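 active means activation above the run cutoff, the mean activation of all test compounds plus 3 SD, cut at about 40% in these data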;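 further: peak over basal fluorescence ratio in a 140 s read after ATP addition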
CHO parental Ca = signal in parental CHO cells, OX1R antagonist counter-screen. inhibition, % at 5.6 µM. 330,000 compounds, 0.63% hits. parental CHO-K1, ATP-induced calcium, Fluo-8 fluorescence;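 active means inhibition above that plate's mean sample inhibition plus 3 SD, cut at about 26% in these data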;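 further: 0% = ATP-challenged DMSO wells and 100% = DMSO wells without ATP; some compounds past the cut are filed as inactive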
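Test system: untransfected parental CHO cell line; also added: ATP stimulus; dosing: 5.6 µM, single dose; signal: calcium-sensitive Fluo-8 fluorescence; measure: percent inhibition of ATP-evoked calcium rise, normalized to controls; benchmarks: low control ATP plus DMSO, high control DMSO only; replication: one well per compound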
Starred values were filed as active, the others as inactive; · = no result given; & = joins results of further samples; ! = not active in a repeat.

SMILES | CHRM1 PAM | CHO-K1 Ca antag | CHRM1 agonist | TAAR1 antagonist | CHRM1 antagonist | M1 ag parental | TAAR1 ag | M1 PAM parental | CHO parental Ca
C[C@H]1CN([C@@H](C)CO)C(=O)c2cccc(NC(=O)C3CC3)c2O[C@H]1CN(C)Cc1ccncc1 | 7 | -7 | -5 | -2 | -3 | 0.4 | 3 | 8 | 4
COC(=O)[C@@H]1OC(=O)[C@H]2O[C@@]23[C@@]1(C)CC[C@@H]1[C@@]2(C)C=CC(=O)OC(C)(C)[C@@H]2CC(=O)[C@]13C | -8 | -5 | -9 | 5 | 9 | 0.2 | 0 | 1 | -1
Cc1ccc(NC(=O)CSc2nc3ccccc3c(=O)n2CCCC(=O)NCCCN2CCOCC2)cc1 | 12 | -12 | -8 | -6 | -10 | 1.1 | 1 | 13 | -2
CCOC(=O)Cn1c(-c2cccnc2)nc(-c2ccccc2)c1-c1ccccc1 | -1 | -8 | -3 | 36 | -3 | 3.1 | 14 | 8 | ·
CS(=O)(=O)N(CC(=O)N1CCCCCC1)Cc1ccc(Cl)cc1 | 3 | -12 | -8 | -2 | -8 | 1.5 | 5 | -10 | -10
O=C1COc2ccc(C(=O)COC(=O)c3ccco3)cc2N1 | 12 | -1 | -3 | -24 | -17 | 0.3 | 4 | 2 | -3
COc1ccc(NC(=O)CN(C)C(=O)c2cccc(NS(=O)(=O)c3ccc(Br)cc3)c2)cc1 | -2 | -4 | -3 | -14 | 8 | 0.3 | 15 | 0 | -30
CCCc1cc(=O)oc2cc(OCC(=O)Nc3ccc4c(c3)OCCO4)ccc12 | 11 | -5 | 1 | -4 | -15 | -0.2 | 12 | -3 | -3
COC(=O)c1ccc(CNC(=O)CSc2nc3ccccc3[nH]2)cc1 | 9 | -23 | -5 | -15 | -11 | 1.5 | -1 | 22 | -9
CN(CC(=O)NCC1COc2ccccc2O1)S(=O)(=O)c1ccc(Cl)cc1 (stereo unspecified) | -8 | 4 | -1 | 9 | 7 | 6.4 | 2 | 19 | -14
O=C(CC(c1ccc(F)cc1)c1ccco1)Nc1nccs1 (stereo unspecified) | -2 | -14 | -6 | 15 | 7 | 3.4 | 2 | 9 | -14
CC1CC(Nc2ccccc2)c2ccccc2N1C(=O)c1ccncc1 (stereo unspecified) | 3 | -6 | -3 | -3 | -8 | -0.1 | 6 | 1 | -8
COc1ccccc1-c1coc2cc(OCC(=O)OCc3ccccc3)ccc2c1=O | -8 | 15 | -7 | 17 | 9 | 8.1 | 5 | -8 | 11
O=C(Nc1ccc2c(c1)CCC2)c1cccs1 | 2 | 3 | -5 | -6 | -5 | -1.1 | -1 | 3 | 3
CC(=O)Nc1cc(C)ns1 | 9 | -14 | -2 | -8 | -18 | 0.5 | 2 | 7 | ·
O=C(NN=C1c2ccccc2-c2ccccc21)c1ccccc1 | 7 | -4 | -1 | 6 | -15 | 0.2 | 3 | 4 | -24
Cc1cccc(CNC(=O)c2ccccc2NC(=O)C2=CSCCO2)c1 | -2 | -19 | -5 | -19 | -6 | 1.4 | 0 | 16 | -11
CC1CCCCC12NC(=O)N(CC(=O)NCc1ccccc1Cl)C2=O (stereo unspecified) | 8 | -11 | -5 | -1 | -11 | -0.2 | 1 | 10 | -12
Cc1ccc(C(=O)NNC(=O)C2CCN(c3ncccn3)CC2)cc1 | 15 | -1 | -1 | -1 | -12 | 0.2 | -4 | 5 | -13
COc1cc(-c2cc(C(=O)N3CCN(c4ccccn4)CC3)c3ccccc3n2)cc(OC)c1OC | -12 | 19 | -1 | 50* | 26 | 4.2 | 16 | 12 | -14
C[C@@]12C(=O)Nc3cc(Cl)ccc3C(=O)N1[C@H]1c3cc(Br)ccc3OC[C@@H]1[C@@H]2c1ccccc1 | -10 | 1 | -6 | 20 | 6 | -0.4 | 5 | -13 | 4
O=C(NNc1ccc([N+](=O)[O-])cc1)c1ccccc1F | 3 | -9 | -4 | -14 | -4 | 1.7 | 0 | 8 | ·
O=C(c1ccc(Br)cc1)N(C1=NCCCCS1)c1ccccc1 | 5 | 0 | -3 | 2 | -3 | 0.2 | 18 | 14 | -17
O=C(c1cccc([N+](=O)[O-])c1)N1CCCC(C(=O)N2CCN(c3ccccc3)CC2)C1 (stereo unspecified) | 3 | -7 | -3 | -22 | -4 | 0.7 | -1 | 14 | -17
O=C(CC1CCCC1)Nc1cc(S(=O)(=O)N2CCOCC2)ccc1O | -7 | -8 | -5 | -15 | 20 | 0.8 | 6 | 11 | -10

Later entries.
SMILES | CHRM1 PAM | CHO-K1 Ca antag | CHRM1 agonist | TAAR1 antagonist | CHRM1 antagonist | M1 ag parental | TAAR1 ag | M1 PAM parental | CHO parental Ca
COc1ccc(Cl)cc1NC(=O)CS(=O)(=O)c1cccc2nsnc12 | 9 | -6 | -3 | 6 | -2 | 0.7 | 11 | 18 | -31
CC(C)c1ccc(NC(=S)NNC(=O)c2cccnc2)cc1 | 13 | -13 | -1 | -4 | -11 | 0.8 | 2 | 23 | 1
CCCCCC(=O)N1C[C@H](O)[C@@H](n2cc(C3CC3)nn2)C[C@@H]1c1ccc(Cl)cc1 | 6 | 2 | -1 | -5 | -8 | 2.7 | 0 | 11 | ·
COc1ccc2[nH]c3ccc(OC)cc3c2c1 | 4 | 0 | -4 | 7 | -3 | 4.6 | -2 | -2 | -10
Cc1ccc(C(=O)N2CCc3ccccc3C2)cc1S(=O)(=O)N1CCOCC1 | 3 | -12 | -2 | 3 | 3 | 3.2 | 3 | 6 | -14
CN(C(=O)c1ccc(NC(=O)Cc2ccc(NC(=O)C3CCCN(C(=O)C4CCC4)C3)cc2)cc1)C1CCCC1 (stereo unspecified) | 7 | -12 | -4 | -20 | -7 | 0.3 | 2 | 4 | ·
CN(C)CCN1CCc2ccccc21 | 5 | -33 | 0 | 5 | -8 | 0.3 | 18 | -14 | -15
CCCCn1c(SCC(=O)N2CCCc3ccccc32)nc2c1c(=O)n(C)c(=O)n2C | -4 | 2 | -4 | -5 | 5 | 0.4 | 3 | 4 | -21
CCc1ccccc1NC(=O)C1CCCN1C(=O)Nc1ccc(C)cc1 (stereo unspecified) | 15 | -3 | -3 | -6 | -12 | -0.3 | -4 | -1 | -14
CCN1CCN(CC(=O)N/N=C/c2ccc(F)cc2F)CC1 | 0 | -9 | -2 | -15 | 1 | 0.0 | 10 | 10 | 4
O=C(O)/C=C/C(=O)N1CCN(Cc2ccc3c(c2)OCO3)CC1 | 5 | 2 | -4 | -10 | -12 | 2.5 | 9 | 4 | 4
Cc1ccc2cc(C(c3nnnn3C3CCCC3)N(Cc3cccnc3)Cc3ccco3)c(=O)[nH]c2c1 (stereo unspecified) | 4 | -34 | -7 | -2 | -12 | 1.9 | 8 | 17 | -31
CCc1nc(Nc2ccc(N3CCN(C(C)=O)CC3)cc2)c2oc3ccccc3c2n1 | 3 | 10 | -3 | 39 | 7 | 3.1 | 12 | -1 | -32
O=C(CN1CCN(c2ccc(O)cc2)CC1)NCC(=O)Nc1ccc(F)c(F)c1F | 23 | -14 | 3 | -10 | -4 | -0.7 | 5 | 6 | 1
Cc1cc(NC(=O)OC2CCCCC2)ccc1[N+](=O)[O-] | 5 | -15 | -7 | 8 | -13 | 1.9 | 4 | 4 | -6
O=C(COC(=O)c1ccc(Oc2ccccc2)cc1)Nc1nnc(-c2ccccc2)o1 | 7 | 0 | -2 | -8 | -12 | -0.1 | 7 | 1 | 10
COC(=O)C(CCSC)NC(=O)c1cccc([N+](=O)[O-])c1 (stereo unspecified) | 2 | -17 | -5 | -6 | -6 | 0.3 | 1 | 1 | -7
O=C(O)CSCCOc1ccc(OCCSCC(=O)O)cc1 | -3 | 16 | -3 | -10 | 6 | 0.0 | 2 | -13 | -1
COc1cc(/C=N/NC(=O)Cn2nc([N+](=O)[O-])cc2C)cc(Br)c1OCc1ccccc1 | -7 | -4 | -4 | 37 | -9 | 0.5 | 5 | 18 | 3
CCc1ccc(C(=O)NNC(=O)c2cccc(S(=O)(=O)N3CCN(C)CC3)c2)cc1 | -4 | 10 | -2 | -17 | 20 | -0.4 | 0 | -20 | ·
CC(Sc1nnc(NC2CCCCC2)s1)C(=O)N1CCOCC1 (stereo unspecified) | 7 | -13 | -5 | -23 | -11 | 1.0 | 2 | 24 | -9
Cc1ccccc1Cn1cc(NC(=O)c2cc(-c3ccco3)on2)cn1 | -1 | -2 | -3 | -24 | 2 | 0.0 | 3 | -6 | -6
O=C(C1COc2ccccc2O1)N1CCN(c2ccc(F)cc2)CC1 (stereo unspecified) | 2 | 0 | 2 | 7 | -13 | 1.6 | 5 | 3 | -10
CCOc1ccccc1C(=O)Nc1ccccc1O | 9 | -1 | -2 | 15 | -16 | 0.8 | 0 | -3 | -12
Cc1ccc(NC(=O)CCSc2nnc(-c3ccco3)o2)cc1 | 4 | 2 | -2 | 7 | -1 | 0.1 | 8 | -1 | -18

(more compounds)
SMILES | CHRM1 PAM | CHO-K1 Ca antag | CHRM1 agonist | TAAR1 antagonist | CHRM1 antagonist | M1 ag parental | TAAR1 ag | M1 PAM parental | CHO parental Ca
Cc1ccc(S(=O)(=O)NCc2ccccc2)cc1 | -2 | 8 | -1 | 8 | 1 | 0.2 | 4 | -9 | -10
O=C(CCCCCN1C(=O)c2cccc3cccc(c23)C1=O)NCc1cccnc1 | 0 | -3 | -5 | -39 | -12 | 0.1 | -1 | 7 | -22
CCC(C)Sc1cccc(-c2nc3cc(C)ccn3c2NCc2ccccc2)c1 (stereo unspecified) | -20 | -6&-5 | -8 | 77*! | 43* | 0.1&3.7 | 6&-1 | 11&7 | 17
Cc1ccc(C)n1-n1c(C)nc2scc(-c3ccccc3)c2c1=O | -2 | -15 | -5 | 9 | 4 | 1.1 | 0 | 31 | -1
CCCCCNC(=O)C(C)NS(=O)(=O)c1ccc(OC)cc1 (stereo unspecified) | -3 | -15 | -4 | 3 | -10 | 0.2 | 4 | 19 | -8
Cc1cccc(C)c1NC(=O)COC(=O)c1ccccc1Nc1ccccc1 | -6 | -9 | -4 | -18 | 6 | -0.2 | 1 | 11 | -15
CC(Oc1ccccc1)C(=O)N=C1SC2CS(=O)(=O)CC2N1c1cccc(F)c1 (stereo unspecified) | 7 | -8 | -2 | -15 | -7 | 2.5 | 3 | 24 | -6
COc1cc(Cl)c(C)cc1NC(=O)CCN1C(=O)NC(C)(C)C1=O | -1 | 11 | -2 | -18 | 6 | 0.3 | 1 | 6 | ·
O=S(=O)(c1ccc(SCCO)nc1)N1CCOCC1 | 6 | -7 | -1 | 9 | -1 | 0.2 | 24 | -8 | -6

Quoted at random: 2 entries already listed.
SMILES | CHRM1 PAM | CHO-K1 Ca antag | CHRM1 agonist | TAAR1 antagonist | CHRM1 antagonist | M1 ag parental | TAAR1 ag | M1 PAM parental | CHO parental Ca
CCCCCNC(=O)C(C)NS(=O)(=O)c1ccc(OC)cc1 (stereo unspecified) | -3 | -15 | -4 | 3 | -10 | 0.2 | 4 | 19 | -8
O=C(CCCCCN1C(=O)c2cccc3cccc(c23)C1=O)NCc1cccnc1 | 0 | -3 | -5 | -39 | -12 | 0.1 | -1 | 7 | -22

Compound activity from PubChem BioAssay.
